Screens from PubChem.
PfHsp40 rescue = restores yeast growth despite PfHsp40 toxicity | 340,000 tested, 0.68% active | AID 504582 | growth rescue, % at 12.5 µM | S. cerevisiae expressing PfHsp40, growth rescue, ATP luminescence; in the data active means growth rescue above about 28%, passing the limit was not always enough; inconclusive means no clear call, values can overlap the other calls;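 further: yeast W303a lacking pdr1 and pdr3 grown in galactose medium; growth measured after three days at 30 °C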
TcdB GH inh = TcdB glycohydrolase inhibition | P18177 | TcdB glycohydrolase enzymatic assay, plate reader | inhibition, % at 9.99 µM | 350,000 tested, 0.24% active; in the data active means inhibition above about 10%
Anthrax LF prot = blocks Bacillus anthracis lethal factor protease; inhibition, % at 10 µM; 360,000 tested, 0.12% active; multiplex microsphere protease cleavage assay, LF; further: plate controls were buffer without enzyme for full effect and enzyme alone for no effect
Target sequence (P15917 whole entry, looked up): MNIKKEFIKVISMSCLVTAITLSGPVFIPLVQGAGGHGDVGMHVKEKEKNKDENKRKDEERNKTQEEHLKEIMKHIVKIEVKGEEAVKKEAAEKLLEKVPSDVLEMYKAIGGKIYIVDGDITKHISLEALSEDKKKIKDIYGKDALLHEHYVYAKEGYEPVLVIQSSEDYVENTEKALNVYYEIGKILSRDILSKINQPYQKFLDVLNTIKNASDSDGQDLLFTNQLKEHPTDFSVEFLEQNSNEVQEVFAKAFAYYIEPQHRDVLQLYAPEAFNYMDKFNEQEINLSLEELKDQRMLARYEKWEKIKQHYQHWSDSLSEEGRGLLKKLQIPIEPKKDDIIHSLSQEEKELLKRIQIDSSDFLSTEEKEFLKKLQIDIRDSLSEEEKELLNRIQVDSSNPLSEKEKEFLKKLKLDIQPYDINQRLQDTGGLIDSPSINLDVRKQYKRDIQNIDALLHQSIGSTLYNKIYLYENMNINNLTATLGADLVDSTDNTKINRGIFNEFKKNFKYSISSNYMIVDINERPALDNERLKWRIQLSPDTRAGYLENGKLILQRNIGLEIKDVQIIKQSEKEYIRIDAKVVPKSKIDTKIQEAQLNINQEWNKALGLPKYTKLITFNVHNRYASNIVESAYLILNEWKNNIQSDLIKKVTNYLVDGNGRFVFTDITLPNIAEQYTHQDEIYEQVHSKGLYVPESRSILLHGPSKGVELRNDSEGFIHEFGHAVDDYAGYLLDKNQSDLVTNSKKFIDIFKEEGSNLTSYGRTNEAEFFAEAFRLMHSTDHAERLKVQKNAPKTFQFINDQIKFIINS
FadD28 FP inh = blocks FadD28 binding to the bisubstrate probe; fluorescence polarization; inhibition, % at 12.5 µM; 360,000 tested, 0.22% active; AID 588549; in the data active means inhibition above about 8.5%, passing the limit was not always enough; inconclusive means no clear call, values can overlap the other calls
Yp Topo-I inh = Y. pestis Topo-I inhibition via cleavage products. 360,000 tested, 0.064% active. AID 504884. Y. pestis Topo-I cleavage product accumulation, plate reader. activity, % at 10 µM; in the data active means activity above about 50%, passing the limit was not always enough; inconclusive means no clear call, values can overlap the other calls; further: inactives centre near 2
PrPC surface inh = cell surface PrPC inhibition, primary TR-FRET screen. P04156. TR-FRET read-out. inhibition, % at 13.8 µM. 370,000 tested, 0.43% active; in the data active means inhibition above about 24%; further: 0% = median of the test wells and 100% = reference compound wells
BoNT F protease = inhibitors of Botulinum neurotoxin F light chain protease; Multiplex microsphere protease cleavage assay, flow cytometry; inhibition, % at 10 µM; 360,000 tested, 0.22% active; AID 588497; in the data active means inhibition above about 35%, passing the limit was not always enough; inconclusive means no clear call, values can overlap the other calls; further: plate controls were buffer without enzyme for full effect and enzyme alone for no effect
CCHFV vOTU inh = blocks the CCHF virus ovarian tumor domain protease; CCHFV vOTU protease, Pep-AMC fluorescence; inhibition, % at 11.5 µM; 370,000 tested, 0.55% active; AID 651958; in the data active means inhibition above about 30%; further: 0% = vehicle wells with enzyme and 100% = no enzyme wells
BoNT-A LC inh2 = BoNT A light chain protease inhibition. multiplex microsphere protease substrate cleavage, flow cytometry. inhibition, % at 10 µM. 360,000 tested, 0.17% active. AID 588499; further: plate controls were buffer without enzyme for full effect and enzyme alone for no effect
Active calls of the source: *; ? = inconclusive; . = not tested or not shown; & = joins results of further samples. Unless noted, no stated cut-off is given here; in the data, active means inhibition above about 30%; inconclusive means no clear call, values can overlap the other calls; inactive means below that.

SMILES | PfHsp40 rescue | TcdB GH inh | Anthrax LF prot | FadD28 FP inh | Yp Topo-I inh | PrPC surface inh | BoNT F protease | CCHFV vOTU inh | BoNT-A LC inh2
COc1cccc(C(=O)NCC(=O)N/N=C(\C)Cc2ccccc2)c1 | -0.8 | -0.7 | -3 | -2.4 | -4 | -4 | -14 | 2 | 0.2
CNCC(O)c1cc(F)c(OCc2ccccc2)c(OCc2ccccc2)c1F (stereo not given) | -1.2 | 2.0 | -11 | -5.1 | -9 | -7 | -16 | 10 | -0.2
O=[N+]([O-])c1cc(C(F)(F)F)cc([N+](=O)[O-])c1N1CCN(S(=O)(=O)c2ccccc2)CC1 | -0.4 | . | -1 | -1.3 | 33 | -11 | 0 | -5 | -0.8
COc1cccc(NC(=O)C(NCC(C)(C)CN(C)C)c2ccccc2)c1 (stereo not given) | -0.2 | . | -2 | -0.5 | 2 | -1 | 9 | 17 | 0.8
COc1ccc([N+](=O)[O-])cc1NC(=O)CCN1CCOCC1 | 0.3 | 0.2 | -9 | -2.9 | 4 | -18 | 26 | 0 | -0.4
O=C(CN1C(=O)/C(=C\c2ccccc2F)SC1=S)Nc1nc2ccccc2s1 | 0.7 | 1.6 | -2 | -0.5 | -11 | -1 | 1 | -11 | -1.2
CC(C)[C@@H](C(=O)OCC(=O)Nc1ccc2c(c1)OCO2)N1C(=O)c2ccccc2C1=O | 0.0 | . | . | -3.3 | -1 | 6 | . | 3 | .
Cc1cc(C)cc(Cn2c3ccc(NC(=O)NCCc4cccs4)cc3c(=O)n2C)c1 | . | -2.0 | 0 | -2.9 | 21 | 15 | 3 | -87 | -0.2
CCS(=O)(=O)C1C(=O)N(C)C(S(=O)(=O)CC)C(=O)N1C (stereo not given) | . | 1.5 | -3 | 0.0 | 2 | 8 | 4 | 1 | 0.4
CCOC(=O)c1ccccc1NC(=O)COC(=O)CCC(=O)N1CCOCC1 | -0.9 | 1.1 | 0 | -1.3 | -7 | 6 | -7 | -7 | -0.5
O=C(CN1CCN(S(=O)(=O)N2CCCCC2)CC1)Nc1ccc(Br)cc1 | -0.2 | 0.6 | 5 | -3.0 | 24 | -1 | -2 | -1 | -0.8
NC(=O)c1cc(S(=O)(=O)NCc2ccc(F)cc2)cs1 | -0.7 | -0.3 | 12 | -2.2 | 1 | -5 | 17 | 3 | -2.5
COCC(C)NCc1cccc(OC)c1OC (stereo not given) | -1.3 | . | -1 | 1.0 | -2 | -4 | -8 | -8 | -0.6
C[C@@H]1O[C@@H](Oc2c(-c3ccc(O)c(O)c3)oc3cc(O)cc(O)c3c2=O)[C@H](O)[C@H](O)[C@H]1O | -0.6&0.0 | -3.5&2.7 | -9&-12 | -3.5&0.7 | -4&0 | -3&-2 | -11&-1 | 12&15 | -0.5&-0.3
CC1=NN(c2ccc([N+](=O)[O-])cc2)C(=O)/C1=C\N(C)C | -6.4 | 1.1 | 0 | -2.3 | -9 | -14 | -4 | -6 | 0.0
C/C(N)=C(/C#N)C(=O)COC(=O)CNS(=O)(=O)c1ccc(F)c(F)c1F | -0.4 | 0.9 | -1 | -0.7 | 4 | -6 | -14 | 9 | -0.9
CN1CCN(c2nc3ccccc3o2)CC1 | -0.5 | 0.8 | 5 | -4.0 | -4 | 7 | 0 | -10 | -0.2
NP(=O)(Nc1ccccc1)Nc1ccccc1 | -1.6 | 0.3 | -6 | . | -3 | -7 | 0 | 8 | -0.7
CC1CC(C)CN(S(=O)(=O)c2ccc3c(c2)oc(=O)n3CC(=O)NCCCOC(C)C)C1 (stereo not given) | 0.3 | 0.3 | -1 | -2.1 | 3 | 7 | 2 | 11 | 1.4
O=c1[nH]c(=O)n(Cc2ccc(F)cc2)c(O)c1C=NCCN1CCCCC1 | -0.1 | . | -4 | -3.2 | -2 | -1 | -2 | 3 | -0.3
COc1cccc(C(=O)Nc2ccc(S(=O)(=O)Nc3nccc(C)n3)cc2)c1 | -0.3 | -1.5 | 2 | -0.1 | 3 | 1 | 4 | -4 | -0.2
COc1ccccc1C(=O)N1CCC(N2CCN(c3ccccc3)CC2)CC1 | 0.1 | 1.6 | 12 | -1.1 | -3 | 5 | ? | -5 | -0.2
COc1ccc(NC(=O)c2cc(S(=O)(=O)NCC3COc4ccccc4O3)ccc2F)cc1 (stereo not given) | 2.8 | . | -1 | -2.7 | 9 | -3 | 0 | -9 | 0.8
Cc1csc(NC(=O)c2cc(-c3ccccc3)nc3ccccc23)n1 | -0.7 | . | 1 | -2.5 | 4 | 10 | 30 | 11 | 2.6
Cc1ccc(NC(=O)/C=C/C(=O)O)c(NC(=O)c2ccccc2)c1 | -1.0 | 0.4 | 1 | -0.2 | 8 | -1 | 21 | -6 | -2.3
COc1cc(C(O)c2nc(-c3ccc(C)c(C)c3)cs2)ccc1F (stereo not given) | . | -1.1 | -1 | -4.8 | -5 | 6 | 1 | 11 | 0.1
O=[N+]([O-])c1cccc(CN2CCN(S(=O)(=O)Cc3ccccc3)CC2)c1 | -0.8 | -0.6 | 3 | -0.1 | -6 | -5 | 8 | 9 | -0.9
COc1ccc(C(=O)Nc2ccccc2)cc1NC(=O)c1cccs1 | -0.1 | 2.2 | 4 | -1.7 | 5 | -1 | -5 | 2 | 1.2
COCCNC(=O)c1onc(CSc2cc(C)cc(C)c2)c1C(=O)O | -0.8 | 0.6 | -1 | -4.3 | -2 | 2 | -7 | 2 | 0.0
COc1ccc(/C=N/Nc2ccccc2C(=O)O)cc1 | 0.7 | -0.7 | -6 | 4.2 | -6 | -2 | 9 | -3 | -1.0
O=C(CCc1nc2ccccc2c(=O)[nH]1)Nc1nnc(SCc2ccccc2F)s1 | -1.7 | 1.6 | -6 | -2.6 | -2 | -4 | -9 | 1 | 0.3
Cc1cccc(C(=O)Nc2ccc(C(=O)N/N=C/c3ccc4c(c3)OCO4)cc2)c1 | -0.6 | -0.4 | -6 | -0.8 | -4 | 7 | 6 | 11 | 2.0
CCCCn1c(SCC(N)=O)nc2sc3c(c2c1=O)CCC3 | 2.4 | 0.9 | . | -2.4 | 1 | -11 | . | 26 | .
Cc1cc(C)n(CCNC(=O)[C@H]2O[C@@H](n3cnc4c(N)ncnc43)[C@H](O)[C@@H]2O)n1 | . | -1.1 | 3 | -0.9 | . | 9 | -12 | 7 | -0.1
CC1=NN(c2ccccc2)C(=O)/C1=C/c1cccc(C)c1 | . | 0.0 | 2 | 0.1 | -8 | -1 | 5 | 76* | 0.1
Cc1csc(N/N=C\c2cccnc2)n1 | -1.5 | 0.6 | 1 | -3.3 | -19 | 6 | -6 | 7 | -0.9
O=c1[nH]c(-c2ccccn2)nc2sc(-c3ccccc3)cc12 | 177* | 0.9 | -2 | -3.7 | -10 | -3 | -5 | -17 | -0.6
CCCCSc1nnc2c(n1)OC=Nc1ccccc1-2 | -0.7 | -0.2 | -7 | -2.6 | 5 | -3 | 8 | 13 | 1.9
CCC1(C)COC2(OC1)C(=O)Nc1ccccc12 (stereo not given) | -0.7 | . | 1 | -3.2 | 16 | 1 | 0 | 4 | 0.4
COc1cccc(C(=O)Nc2ncc3c(n2)CC(c2ccc(OC)cc2OC)CC3=O)c1 (stereo not given) | -1.2 | . | -2 | -2.8 | -9 | 5 | -1 | -3 | ?
Cc1csc(NC(=S)NC(=O)c2ccccc2)n1 | -0.3 | -4.2 | 2 | -5.6 | -7 | 9 | 7 | 27 | 2.6
COc1ccc(-c2nn(C)c3sc(C(=O)NCCN(C)C)cc23)cc1OC | -0.4 | 3.8 | 0 | -1.8 | -10 | -4 | -3 | 6 | -2.8
COc1ccccc1/C=N/NC(=O)CNC(=O)c1ccc(S(=O)(=O)N2CCCC2)cc1 | 0.6 | 0.9 | -1 | 0.0 | 1 | -2 | -5 | -5 | -0.9
O=S(=O)(Nc1nc2ccccc2nc1OCC(F)(F)F)c1cccs1 | -0.6 | 3.3 | -4 | -0.2 | 4 | 5 | -1 | 15 | 0.0
N#Cc1ccc(N2Cc3ccccc3C2=NC(=O)c2cccs2)cc1 | 0.8 | -0.3 | -5 | -0.8 | -1 | 1 | -2 | -5 | 0.2
NS(=O)(=O)c1ccc(CCNC(=O)CNC(=O)Cc2ccccc2)cc1 | -0.8 | -0.5 | 6 | 0.1 | -4 | 3 | 9 | -10 | 2.1
CCOC(=O)c1sc(NC(=O)c2cc3n(n2)C(C(F)(F)F)CC(c2ccccc2)N3)c(C(=O)OCC)c1C (stereo not given) | 0.0 | . | -4 | 1.2 | 10 | -9 | -2 | 1 | -0.5
OCCCNc1nc(-c2ccc(Cl)cc2)nc2ccccc12 | -0.8 | 1.2 | 0 | -6.3 | 3 | 12 | 0 | -1 | -2.3
CC(C)c1ccc(OCCCCCN2CCOCC2)cc1 | 0.7 | -0.1 | -3 | -0.7 | 11 | 8 | 5 | -2 | -1.2
COc1cc2c(c(OC)c1OC)-c1ccc(O)c(=O)cc1[C@@H](NC(C)=O)CC2 | 325* | 0.5 | 4 | -0.5 | -2 | -7 | 8 | 12 | -0.1
COc1cccc2cc(C(=O)CS(=O)(=O)c3ccc(C(C)(C)C)cc3)c(=O)oc12 | 0.0 | 0.1 | 1 | -4.3 | -15 | -6 | 5 | 11 | 2.1
O=S(=O)(Nc1ccc(Br)cn1)c1ccc2ccccc2c1 | 0.7 | 0.5 | -2 | . | 4 | 3 | 0 | 15 | -0.5
CCCNC(=S)N1CCN(c2nc(-c3ccc(C)cc3)cs2)CC1 | 12 | 0.1 | -9 | -2.5 | 7 | 5 | ? | 9 | 0.4
COc1cccc2c1C(=O)C=C(C)C2=O | 0.5 | 1.3 | 0 | 0.8 | 0 | -3 | 11 | 4 | 3.1
O=C(NNC(=O)C1CC=CCC1)c1ccccc1O (stereo not given) | -0.1 | 0.7 | -7 | 1.1 | -4 | 1 | -12 | -15 | -3.5
CC(C)COc1ccc(CN=C(N)N=C(N)N)cc1Cl | -0.5 | 1.9 | -3 | -6.9 | -15 | 5 | -3 | 2 | 0.0
O=C(CCc1nnc(C2(c3ccc(Cl)cc3)CCC2)o1)NC1CC1 | 0.1 | 0.8 | -5 | -1.4 | -8 | -4 | 6 | 2 | 0.7
O=C(Nc1ccccc1C(F)(F)F)N1CCC(n2c(=O)[nH]c3ccccc32)CC1 | -0.1 | . | -3 | -1.3 | 0 | 3 | 0 | -2 | 0.2
COc1ccc(C(=O)Cn2cc[n+](C)c2)cc1 | -1.1 | 0.8 | . | -0.9 | -3 | 3 | . | 13 | .

Gathered by group: the entries above containing two or more sulfur atoms.
SMILES | PfHsp40 rescue | TcdB GH inh | Anthrax LF prot | FadD28 FP inh | Yp Topo-I inh | PrPC surface inh | BoNT F protease | CCHFV vOTU inh | BoNT-A LC inh2
O=C(CN1C(=O)/C(=C\c2ccccc2F)SC1=S)Nc1nc2ccccc2s1 | 0.7 | 1.6 | -2 | -0.5 | -11 | -1 | 1 | -11 | -1.2
CCS(=O)(=O)C1C(=O)N(C)C(S(=O)(=O)CC)C(=O)N1C (stereo not given) | . | 1.5 | -3 | 0.0 | 2 | 8 | 4 | 1 | 0.4
NC(=O)c1cc(S(=O)(=O)NCc2ccc(F)cc2)cs1 | -0.7 | -0.3 | 12 | -2.2 | 1 | -5 | 17 | 3 | -2.5
O=C(CCc1nc2ccccc2c(=O)[nH]1)Nc1nnc(SCc2ccccc2F)s1 | -1.7 | 1.6 | -6 | -2.6 | -2 | -4 | -9 | 1 | 0.3
CCCCn1c(SCC(N)=O)nc2sc3c(c2c1=O)CCC3 | 2.4 | 0.9 | . | -2.4 | 1 | -11 | . | 26 | .
Cc1csc(NC(=S)NC(=O)c2ccccc2)n1 | -0.3 | -4.2 | 2 | -5.6 | -7 | 9 | 7 | 27 | 2.6
O=S(=O)(Nc1nc2ccccc2nc1OCC(F)(F)F)c1cccs1 | -0.6 | 3.3 | -4 | -0.2 | 4 | 5 | -1 | 15 | 0.0
CCCNC(=S)N1CCN(c2nc(-c3ccc(C)cc3)cs2)CC1 | 12 | 0.1 | -9 | -2.5 | 7 | 5 | ? | 9 | 0.4
